From PubChem BioAssay
SUMO1-SIM PPI: modulators of human SUMO1-mediated protein-protein interactions; P63165; SUMO1 binding to a labelled peptide, TR-FRET, 1 h; inhibition, % at 20 µM; hit rate 0.33% among 360,000; in the data active means inhibition above about 37%
Target sequence (P63165 whole entry, looked up): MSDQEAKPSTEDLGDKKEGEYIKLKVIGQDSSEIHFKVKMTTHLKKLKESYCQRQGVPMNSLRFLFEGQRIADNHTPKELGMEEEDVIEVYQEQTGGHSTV
DNMT1 inh: inhibitors of human DNMT1. DNMT1 molecular beacon, Hinp1I cleavage, fluorescence. hit rate 0.83% among 360,000. P26358. inhibition (reported as % activation of signal), % at 10 µM; in the data active means inhibition above about 50%
CSN inh: inhibitors of human CSN-mediated cullin deneddylation. Q92905. Purified CSN, SCF-Nedd8-OG deneddylation, fluorescence polarization. inhibition, % at 12.5 µM. hit rate 0.38% among 360,000. AID 651999;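 active means pattern-corrected inhibition above about 35%, with an unprinted fluorescence ratio check between 0.5 and 1.5, limit read from the data, passing the limit was not always enough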;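 further: 0% = enzyme with substrate and 100% = substrate without enzyme; some results filed as inactive read as strong as hits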
Target sequence (Q92905 whole entry, looked up, one chain of several): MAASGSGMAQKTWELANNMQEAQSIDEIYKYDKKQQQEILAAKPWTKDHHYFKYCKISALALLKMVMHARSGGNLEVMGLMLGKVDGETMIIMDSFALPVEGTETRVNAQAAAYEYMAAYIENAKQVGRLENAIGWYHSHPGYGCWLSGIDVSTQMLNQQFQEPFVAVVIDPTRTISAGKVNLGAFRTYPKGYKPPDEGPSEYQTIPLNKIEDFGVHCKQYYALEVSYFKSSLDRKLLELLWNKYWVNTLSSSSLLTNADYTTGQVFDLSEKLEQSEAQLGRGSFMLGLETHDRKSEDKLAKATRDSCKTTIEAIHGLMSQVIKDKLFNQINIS
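test system = HEK293T-derived human Csn5 enzyme | amount = 0.24 nM Csn5 enzyme, final concentration | medium = Tris/NaCl/DTT buffer, pH 7.5 | schedule = 90 min reaction at room temperature | signal = FP | evaluation = inhibition of Csn5 cleavage, % | compound dosing = single dose of 12.5 µM compound with 0.25% DMSO | probe or stimulus = 10 nM SCFSkp2-Nedd8OG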
Rin1 Abl inh: blocks binding of human Rin1 to Abl; P00519+Q13671; TR-FRET Rin1/Abl binding, biochemical; inhibition, % at 7.35 µM; hit rate 0.4% among 360,000; in the data active means inhibition above about 5%, passing the limit was not always enough
Neddyl block: cullin neddylation inhibition. hit rate 0.58% among 360,000. calls only at 25 µM. TR-FRET cullin neddylation, biochemical. AID 651699. P61081+Q13564; in the data active means inhibition above about 36%
LMPTP inh: blocks human LMPTP phosphatase; AID 651560; P24666; recombinant LMPTP-A, OMFP fluorogenic substrate, fluorescence intensity; hit rate 0.22% among 360,000; inhibition, % at 20 µM;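 active means compounds that cut the enzyme signal by at least half of the control window in the single-dose screen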;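 further: plate controls were DMSO wells with enzyme plus substrate for no effect and substrate without enzyme for full effect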
Target sequence (P24666 whole entry, looked up): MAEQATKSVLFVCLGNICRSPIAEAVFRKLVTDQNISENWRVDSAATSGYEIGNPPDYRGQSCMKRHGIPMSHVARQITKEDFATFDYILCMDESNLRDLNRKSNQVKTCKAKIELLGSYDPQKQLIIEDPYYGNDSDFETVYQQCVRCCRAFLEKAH
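Assay system: LMPTP-A, protein tyrosine phosphatase of low molecular weight / Medium: pH 6.0 Bis-Tris buffer with DTT and Triton X-100 / Schedule: 50 min enzyme reaction at room temperature, protected from light / Measured by: endpoint fluorescence intensity from OMFP dephosphorylation / Read-out basis: % inhibition relative to no-enzyme and uninhibited control wells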
NadD block: inhibitors of Staphylococcus aureus NadD. purified NadD enzyme, colorimetric absorbance read-out. inhibition, % at 20 µM. hit rate 0.78% among 360,000; in the data active means inhibition above about 26%; further: some compounds past the cut are filed as inactive
STEP block: inhibitors of human striatal-enriched phosphatase STEP | P54829 | recombinant STEP, OMFP fluorogenic substrate, fluorescence | inhibition, % at 20 µM | hit rate 0.25% among 360,000 | AID 588621;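 active means inhibition at 20 µM, scaled per plate between control wells, above about 37%, limit read from the data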;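 further: 0% = DMSO with enzyme and substrate and 100% = substrate only without enzyme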
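System: STEP (striatal-enriched tyrosine phosphatase) enzyme, cell-free; medium: Bis-Tris pH 6.0 buffer with DTT, detergent; dosing: 20 µM, 1% DMSO; times: reaction 20 min, ambient temperature; detection: fluorescence, 480/540 nm; read-out basis: normalized % inhibition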
Rpn11 inh: blocks the human proteasome subunit Rpn11; calls only at 20 µM; hit rate 0.59% among 360,000; O00487; human 26S proteasome, Ub4-pepOG fluorescence polarization; 20S core pre-blocked with epoxomicin;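 active means inhibition at 20 µM, scaled to each plate's controls, above about 33%, limit read from the data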
Scp1 inh: blocks human Scp-1 phosphatase activity | Recombinant Scp1, phosphopeptide, malachite green phosphate absorbance | inhibition, % at 20 µM | hit rate 0.88% among 340,000;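 active means inhibition above about 50% at 20 µM, limit read from the data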;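 further: plate controls were DMSO wells with enzyme for no effect and wells lacking enzyme for full effect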
Target sequence (Q9GZU7 76-261 limits assumed): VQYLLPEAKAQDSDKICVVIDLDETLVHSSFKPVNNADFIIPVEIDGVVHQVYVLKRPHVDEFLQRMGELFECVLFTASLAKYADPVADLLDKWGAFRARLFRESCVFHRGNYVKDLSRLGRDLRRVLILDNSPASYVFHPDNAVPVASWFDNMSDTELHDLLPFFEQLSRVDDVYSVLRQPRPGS
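Assay system: SCP-1 catalytic fragment, aa 76-261 | Buffer or medium: Tris acetate buffer pH 5.5 with MgCl2 and Tween-20 | Compound: One concentration, 20 µM, with 1.0% DMSO | Also added: Phospho 17-mer peptide substrate | Signal: Absorbance at 630 nm | Incubation: 45 min enzyme reaction at room temperature | Measure: % inhibition of SCP-1 phosphate liberation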
The depositor's hits bear a star; i = inactive; · = no result given; + = active, no number; & = joins results of further samples.

[1] CCOC(=O)N1CCN(C(=O)C(C)N(c2ccc(Oc3ccccc3)cc2)S(C)(=O)=O)CC1 (centres undefined)
[2] O=C(NCc1ccc(Cl)cc1)C1CCC(=O)N(C2CC2)C1 (centres undefined)
[3] [O-][N+]1=c2ccc(Nc3ccccc3)cc2=NC12CCCCC2
[4] Cc1cc(/C=N/n2cnnc2)c(C)n1-c1ccc(OCc2ccc(Cl)cc2)cc1
[5] O=C1CCN(CCc2ccccc2)CCN1CCSc1ccccc1
[6] O=C(N/N=C/c1ccc(COc2ccc(Br)cc2)o1)c1ccc2c(c1)OCO2

Compound,1,2,3,4,5,6
SUMO1-SIM PPI,-3,6,-27,2,6,-14
DNMT1 inh,-3,-4,-9,-3,-6,-3
CSN inh,-1,-3,8,0,-3,6
Rin1 Abl inh,1,-3,-13,-2,-1,0
Neddyl block,i,i,i,i,i,i
LMPTP inh,1.4,0.1,4.4,7.3,-0.7,1.3
NadD block,1,-3,0,5,-4,10
STEP block,-1,0,1,3,-2,0
Rpn11 inh,i,i,i,i,i,i
Scp1 inh,-5,-7,-25,4,-6,-8

From compound 1 up to 5, as listed above:
[1] CCOC(=O)N1CCN(C(=O)C(C)N(c2ccc(Oc3ccccc3)cc2)S(C)(=O)=O)CC1 (centres undefined)
[2] O=C(NCc1ccc(Cl)cc1)C1CCC(=O)N(C2CC2)C1 (centres undefined)
[3] [O-][N+]1=c2ccc(Nc3ccccc3)cc2=NC12CCCCC2
[4] Cc1cc(/C=N/n2cnnc2)c(C)n1-c1ccc(OCc2ccc(Cl)cc2)cc1
[5] O=C1CCN(CCc2ccccc2)CCN1CCSc1ccccc1

Compound,1,2,3,4,5
SUMO1-SIM PPI,-3,6,-27,2,6
DNMT1 inh,-3,-4,-9,-3,-6
CSN inh,-1,-3,8,0,-3
Rin1 Abl inh,1,-3,-13,-2,-1
Neddyl block,i,i,i,i,i
LMPTP inh,1.4,0.1,4.4,7.3,-0.7
NadD block,1,-3,0,5,-4
STEP block,-1,0,1,3,-2
Rpn11 inh,i,i,i,i,i
Scp1 inh,-5,-7,-25,4,-6

New compounds follow
[7] Cc1cccc(NC(=O)CSc2nncn2-c2ccccn2)c1
[8] CC(=O)/C(=C\Nc1ccc(OCc2ccccc2)cc1)c1ccccc1
[9] CCc1nc2ccc(C(=O)NCCc3c[nH]c4ccccc34)cn2c1N(C)Cc1nccn1C
[10] Cc1cc2nc(-c3ccc(Cl)cc3)c(CC(C)(C)C)n2c(C)c1Br
[11] O=C(Nc1ccccc1)c1ccc(-n2cnnn2)cc1
[12] COc1ccc(OC)c(NC(=O)C2C3CCC(C3=C(C)C)C2C(=O)O)c1 (centres undefined)

Compound,7,8,9,10,11,12
SUMO1-SIM PPI,1,3,-7,-5,0,1
DNMT1 inh,2,-5,2,16,-2,-12
CSN inh,3,4,2,-6,0,11
Rin1 Abl inh,0,-1,0,3,1,1
Neddyl block,i,i,i,i,i,i
LMPTP inh,-0.1,3.9,-0.6,0.8,-1.1,-1.0
NadD block,10,-3,6,9,-3,5
STEP block,2,8,-1,0,0,3
Rpn11 inh,i,i,i,i,i,i
Scp1 inh,6,0,·,·,3,-2

[13] O=C(N/N=C/c1ccoc1)c1cc(O)cc(O)c1
[14] CC(C)Oc1ccc2c3c(c(=O)oc2c1)CCC3
[15] O=C(CN1C(=O)c2cccc3cccc(c23)C1=O)N1CCCCCC1
[16] Oc1ccc(-c2ccccc2)cc1CN1CCCCCC1
[17] O=C(N/N=C\c1ccccc1)c1cccc(C(=O)N/N=C\c2ccccc2)n1
[18] Cc1cc(C(C)(C)C)cc(CN2CCN(S(=O)(=O)c3cccs3)CC2)c1O

Compound,13,14,15,16,17,18
SUMO1-SIM PPI,43*,-4,-24,2,31,-8
DNMT1 inh,93*,6,0,-2,0,2
CSN inh,44,-1,5,-1,-1,-4
Rin1 Abl inh,7,0,-9,3,-2,-1
Neddyl block,i,·,i,i,i,i
LMPTP inh,35,0.2,-2.0,0.5,1.1,4.0
NadD block,4,-1,-5,-11,11,5
STEP block,61*,-2,0,2,0,1
Rpn11 inh,i,i,i,i,i,i
Scp1 inh,63*,-8,-13,-9,-4,·

[19] CCNC(=O)C1(C)CCCN(C(=O)COCc2ccccc2)C1 (centres undefined)
[20] O=C(Nc1nc(-c2ccccn2)cs1)c1cc(Cl)ccc1[N+](=O)[O-]
[21] CC(C)c1ccc(Nc2n[nH]c(=S)s2)cc1
[22] CCOC(=O)c1c(C)nc2sc(C(=O)Nc3ccc(OC)cc3)c(N)c2c1-c1ccc(OC)cc1
[23] CCCCCCCCCCCCCCCCn1cc[n+](C)c1
[24] O=C(COC(=O)CNC(=O)c1cccs1)Nc1ccc(C(F)(F)F)cc1[N+](=O)[O-]

Compound,19,20,21,22,23,24
SUMO1-SIM PPI,-2,0,7,-13,37,-37
DNMT1 inh,1,-38,-5,-9,21,-1
CSN inh,3,-1,-1,2,7,0
Rin1 Abl inh,3,-2,0,-2,-3,-2
Neddyl block,i,i,i,i,i,i
LMPTP inh,0.2,3.9,1.2,2.7,-3.6,-0.5
NadD block,1,24,24,3,16,-5
STEP block,-2,6,3,-1,3,-1
Rpn11 inh,i,i,i,i,+,i
Scp1 inh,·,-4,·,-8,11&17,-5

[25] Cc1ccc(NC(=O)c2ccc([N+](=O)[O-])s2)cc1S(=O)(=O)N1CCOCC1
[26] CCS(=O)(=O)N1CCN(c2cnn(-c3ccccc3)c(=O)c2Cl)CC1
[27] NC(Cc1ccc(Cl)cc1)c1csc(NC(=O)NCC2CCCCC2)n1 (centres undefined)
[28] Cc1ccc(C)c(OCCC(=O)NCCc2ccc(S(N)(=O)=O)cc2)c1
[29] CCC(C(=O)Nc1cc(F)ccc1F)n1nc(C)c2c(C)n(-c3ccc(C)cc3)nc2c1=O (centres undefined)
[30] COC(=O)c1ccccc1NC(=O)C(C)c1ccc([N+](=O)[O-])cc1 (centres undefined)

Compound,25,26,27,28,29,30
SUMO1-SIM PPI,-23,-5,-56,1,7,-8
DNMT1 inh,-15,4,-13,1,-1,-1
CSN inh,-5,0,-1,5,-2,1
Rin1 Abl inh,0,-2,-1,-2,3,-3
Neddyl block,i,i,i,i,i,i
LMPTP inh,0.7,-0.2,-0.5,0.0,1.3,-0.4
NadD block,-2,2,11,-3,-4,0
STEP block,-1,0,2,0,2,1
Rpn11 inh,i,i,i,i,i,i
Scp1 inh,-8,-5,·,0,-7,-7

[31] O=C(CCc1ccccc1F)N1CCN(c2ccc(C(F)(F)F)cn2)CC1
[32] Cc1ccc(-n2nnnc2SCC(=O)c2cc(C)n(CC3CCCO3)c2C)cc1 (centres undefined)
[33] O=S(=O)(NCC1CN(S(=O)(=O)c2ccc3c(c2)OCCO3)C1)c1c(F)cccc1F
[34] O=C(Nc1ccc(Cl)cc1N1CCOCC1)C1CC1
[35] CSc1nc(N)c2c(n1)N(C)C=NS2(=O)=O
[36] COc1ccc(-n2c(COc3ccc(Cl)cc3Cl)n[nH]c2=S)cc1

Compound,31,32,33,34,35,36
SUMO1-SIM PPI,2,16,7,4,0,4
DNMT1 inh,3,3,7,-3,0,1
CSN inh,1,-6,1,6,-11,1
Rin1 Abl inh,0,-2,1,-3,1,1
Neddyl block,i,i,i,i,i,i
LMPTP inh,0.9,-0.2,-0.3,0.2,-0.8,-2.0
NadD block,-6,-9,-7,-5,-2,-1
STEP block,2,6,0,-1,-4,-1
Rpn11 inh,i,i,i,i,i,i
Scp1 inh,-4,-3,6,7,-8,·

[37] CCCCn1c(N)c(N(CC(C)C)C(=O)COC(=O)C2(c3ccccc3)CC2)c(=O)[nH]c1=O
[38] Cc1ccc(C)c(Cc2c(C)nc3c(C(=O)N4CCOCC4)cnn3c2C)c1
[39] O=C1CCCN1CC(O)CS(=O)(=O)Cc1ccc(Cl)cc1 (centres undefined)
[40] COc1ccc2nc(NC(=O)CSc3nnc(C)n3N)sc2c1
[41] O=C(N/N=C/c1ccncc1)NC1CCCCC1
[42] CCCC(=O)N(CCN(Cc1ccccc1)C(=O)CCC)Cc1ccccc1

Compound,37,38,39,40,41,42
SUMO1-SIM PPI,4,0,2,0,2,-1
DNMT1 inh,-1,1,1,-4,3,2
CSN inh,-8,4,-1,3,-2,1
Rin1 Abl inh,-1,0,-4,-2,-1,1
Neddyl block,i,·,i,i,i,i
LMPTP inh,-0.8,0.1,-1.7,0.3,0.2,0.1
NadD block,-1,-7,-9,-1,-5,5
STEP block,2,0,-1,0,-4,0
Rpn11 inh,i,i,i,i,i,i
Scp1 inh,-2,-4,-7,-9,-1,-2

[43] O=C(CN(Cc1ccco1)C(=O)c1ccc(F)cc1)Nc1ccccc1Br
[44] Cc1ccsc1/C=C(\C#N)C(=O)NCc1cccnc1
[45] CC(=O)Nc1ccc(C(=O)OCC(=O)NC(=O)NCc2ccccc2)cc1
[46] CCn1c(=O)cc(SCC(=O)NCc2ccc3c(c2)OCO3)c2ccccc21
[47] COC(=O)[C@H](Cc1ccccc1)NC(=O)N1CCN(c2ccccc2)CC1
[48] O=C(NCc1ccco1)c1nc2c(nnn2Cc2ccccc2Cl)c(=O)[nH]1

Compound,43,44,45,46,47,48
SUMO1-SIM PPI,-1,-12,2,10,-1,3
DNMT1 inh,-3,3,2,12,2,2
CSN inh,0,-4,-2,5,-5,-1
Rin1 Abl inh,-2,-1,-2,-40,-1,0
Neddyl block,i,i,i,i,i,i
LMPTP inh,0.0,0.1,-1.7,-0.3,-1.2,-0.1
NadD block,-5,-1,-4,2,-4,8
STEP block,-2,0,1,0,-1,6
Rpn11 inh,i,i,i,i,i,i
Scp1 inh,-10,-4,·,-11,-14,-6

[49] Cc1cnc([N+](=O)[O-])n1CCOC(=O)NC(=O)c1ccccc1
[50] O=C(c1ccccc1)n1c(=S)nc2ccccn21
[51] O=C(Nc1nc2c(F)cc(F)cc2s1)C1CC1
[52] CN(Cc1ccccc1)C(=O)c1[nH]cnc1C(=O)NCC(=O)OCc1ccccc1
[53] CCOC(=O)CCC(=O)N1CCOCCOCCOCC1
[54] COCn1cnc(-c2ccccc2)c1-c1ccccc1
[55] CCOC(=O)C1=C(C)NC(=S)NC1c1ccc(OCC(=O)N2CCCCCC2)c(OC)c1 (centres undefined)
[56] Clc1cccc(Cc2c(-c3ccco3)nc3c4ccccc4ccn23)c1
[57] O=C(C1=C[C@H](C2CCCCC2)C[C@H](OCCCCO)O1)N1CCN(Cc2ccccc2)CC1

Compound,49,50,51,52,53,54,55,56,57
SUMO1-SIM PPI,-12,3,-1,-1,3,8,1,17,-7
DNMT1 inh,3,0,3,4,1,3,1,·,1
CSN inh,-3,10,-2,0,3,5,0,20,1
Rin1 Abl inh,-2,1,-2,2,1,-3,2,·,1
Neddyl block,i,i,i,i,i,i,i,i,i
LMPTP inh,-1.4,0.3,-0.4,-0.1,-1.2,-2.3,-0.1,4.7,0.3
NadD block,-4,-2,-6,-4,-7,-9,0,24,3
STEP block,3,0,-2,-3,5,1,2,·,-3
Rpn11 inh,i,i,i,i,i,i,i,·,i
Scp1 inh,-2,3,2,-3,-1,-13,-4,·,-5
